Bioassay records deposited in PubChem by several laboratories.
Avidin fluor = avidin bead compound fluorescence profile. Avidin beads, compound fluorescence 488/530 nm, flow cytometry; hits give high values. fluorescence (KMESF) at 10 µM. actives 0.38% (n = 220,000). AID 1775; in the data active means fluorescence above about 47; further: inactives centre near 10
HRas wt GTP bind = modulators of GTP binding to human HRas wildtype. P01112. GST-Ras wt beads, Bodipy-FL-GTP binding, flow cytometry; actives lie on both sides. GTP binding activity, % at 10 µM. actives 0.14% (n = 190,000). AID 759;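 active means GTP binding activity at least 20% away from the 100% baseline, either lowered as inhibitor or raised as activator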;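 further: 0% = unlabeled GTP competition control and 100% = no-compound control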
Target sequence (P01112 whole entry, looked up): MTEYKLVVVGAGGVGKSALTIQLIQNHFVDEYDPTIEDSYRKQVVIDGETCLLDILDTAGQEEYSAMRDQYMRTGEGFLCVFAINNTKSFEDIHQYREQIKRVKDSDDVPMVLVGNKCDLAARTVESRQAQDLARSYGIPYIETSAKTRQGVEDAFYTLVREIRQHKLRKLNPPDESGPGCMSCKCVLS
Mcl1-Bid inh = Mcl-1/Bid interaction inhibition. TR-FRET Mcl-1/Bid-Dy647 peptide binding, 1536-well. inhibition, % at 21.7 µM. Q07820. actives 0.97% (n = 220,000);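 active means compounds that cut the binding signal by more than half at the single screening dose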;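 further: His-tagged Mcl-1 with europium anti-His antibody binding Bid BH3 peptide; 0% = Mcl-1 plus peptide wells and 100% = peptide-only wells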
Target sequence (Q07820 whole entry, looked up): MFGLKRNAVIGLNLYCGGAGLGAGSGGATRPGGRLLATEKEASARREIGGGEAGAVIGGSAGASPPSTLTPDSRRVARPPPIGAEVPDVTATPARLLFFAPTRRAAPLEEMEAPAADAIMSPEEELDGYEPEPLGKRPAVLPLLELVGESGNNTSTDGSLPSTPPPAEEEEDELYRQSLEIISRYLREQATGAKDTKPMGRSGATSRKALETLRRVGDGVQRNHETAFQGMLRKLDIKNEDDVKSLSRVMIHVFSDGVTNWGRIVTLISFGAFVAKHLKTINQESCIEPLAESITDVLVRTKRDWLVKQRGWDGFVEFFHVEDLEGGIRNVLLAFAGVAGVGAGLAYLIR
Rac1 act GTP bind = alters GTP binding to activated mutant human Rac1 | P63000 | GST-Rac1 activated beads, fluorescent GTP binding, flow cytometry; actives lie on both sides; 100% means binding = to untreated wells | actives 0.11% (n = 190,000) | percent activity (GTP binding), % at 10 µM;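 active means GTP binding at least 20 percentage points away from the 100% baseline, in either direction, so actives lie on both sides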
Rab7 wt GTP bind = alters GTP binding to wildtype dog Rab7. GST-Rab7 beads, fluorescent GTP binding, flow cytometry; actives lie on both sides; untreated = 100%, excess cold GTP = 0%. GTP binding activity (percent of control), % at 10 µM. actives 0.055% (n = 190,000);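 active means fluorescent GTP binding to Rab7 beads changed by at least 20 points from the 100% baseline, either direction, mostly lower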;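 further: median green fluorescence of bound Bodipy-FL-GTP per Rab7 bead population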
Cdc42 wt GTP = modulators (inhibitors or activators) of GTP binding to human Cdc42 wildtype; percent activity (GTP binding), % at 10 µM; GST-Cdc42 beads, Bodipy-GTP binding, flow cytometry; actives lie on both sides; actives 0.2% (n = 190,000);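 active means percent activity GTP binding at least 20 points away from the 100% baseline, either down as inhibitor or up as activator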;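 further: median bead fluorescence of bound Bodipy-FL-GTP at 100 nM; 0% = excess unlabeled GTP control and 100% = no compound control; below 100% means less GTP binding so inhibitor and above means activator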
Target sequence (P60953 whole entry, looked up): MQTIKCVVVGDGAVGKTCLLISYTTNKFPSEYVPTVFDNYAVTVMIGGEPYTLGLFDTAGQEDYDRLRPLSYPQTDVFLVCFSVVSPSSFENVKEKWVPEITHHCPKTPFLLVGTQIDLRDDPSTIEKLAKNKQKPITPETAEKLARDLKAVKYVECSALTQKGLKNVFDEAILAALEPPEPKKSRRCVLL
Rab2 wt GTP = changes GTP binding to wildtype dog Rab2A, up or down; P61105; GST-Rab2 wt beads, Bodipy-GTP binding, flow cytometry; GTP binding activity, % at 10 µM; actives 0.19% (n = 190,000); AID 760;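 active means GTP binding activity at least 20 points away from 100%, either lowered or raised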;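 further: 0% = beads with excess unlabeled GTP and 100% = no-compound control corrected for plate trend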
Rac1 wt GTP bind = alters GTP binding to wildtype human Rac1. P63000. GST-Rac1 beads, fluorescent GTP binding, flow cytometry; actives lie on both sides; 0 = cold GTP competed, 100 = untreated. GTP binding activity (% of control), % at 10 µM. actives 0.27% (n = 190,000). AID 757;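 active means GTP binding activity at least 20 points away from the 100% control level, either lower or higher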
Pf gamet viab = inhibitors of late stage P. falciparum gametocyte viability; P. falciparum stage V gametocytes, ATP luminescence, 24 h; inhibition, % at 10.9 µM; actives 0.065% (n = 150,000); AID 743093;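 active means inhibition above the mean plus 3 SD of compounds within the control limits, set per campaign, cut at about 38% in these data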;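 further: 0% = DMSO wells and 100% = medium only without gametocytes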
Bim-Mcl-1 = inhibitors of Bim-Mcl-1 interaction, human; Q07820; Bead-based flow cytometry, Bim peptide-Mcl-1 binding; inhibition, % at 10 µM; actives 0.1% (n = 190,000); AID 1009; in the data active means inhibition above about 40%;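 further: 0% = no compound tracer wells and 100% = peptide blocker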
Mcl1-Noxa inh = disrupts binding of human Mcl-1 to Noxa peptide; actives 1.5% (n = 220,000); inhibition, % at 21.7 µM; TR-FRET Mcl-1/Noxa peptide binding, 2 h;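 active means compounds that cut the protein-peptide binding signal by more than 50% relative to plate controls in a single-dose test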;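 further: His-tagged Mcl-1 with rhodamine Noxa BH3 peptide and terbium anti-His antibody; 0% = Mcl-1 plus Noxa peptide wells and 100% = peptide-only wells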
* marks the source's active call; other numbers are inactive results; . = no result given; & = joins results of further samples.

SMILES	Avidin fluor	HRas wt GTP bind	Mcl1-Bid inh	Rac1 act GTP bind	Rab7 wt GTP bind	Cdc42 wt GTP	Rab2 wt GTP	Rac1 wt GTP bind	Pf gamet viab	Bim-Mcl-1	Mcl1-Noxa inh
Cc1cc(N)ccc1-n1c(C)ccc1C	28	101.0	-204.1	97.0	97.0	104.0	98.0	102.0	-10.3	0.0	26.0
CCc1cc2c(CN3CCN(CCO)CC3)cc(=O)oc2cc1O	12	102.0	-37.1	100.0	100.0	104.0	100.0	102.0	-11.1	3.0	2.9
Cc1ccc(SC/C(O)=C(\C#N)c2nc3ccccc3n2C)cc1	17	101.0	-12.3	99.0	99.0	100.0	99.0	101.0	.	0.0	-6.5
CC(=O)N=c1n(C)c2ccccc2n1CCOc1ccccc1	6	103.0	-11.6	101.0	100.0	100.0	101.0	102.0	-14.1	0.0	16.3
COc1ccccc1N1CCN(C2CCCC(C)C2)CC1 (configuration not stated)	9	101.0	27.4	102.0	103.0	103.0	103.0	108.0	-3.6	-1.0	29.9
CC(C)N1C(=S)SC(C)(C)C1NO (configuration not stated)	7	102.0	-40.9	99.0	96.0	102.0	102.0	102.0	11.6	-4.0	1.1
Cc1cc(Nc2cc(F)ccc2C)n2nc(C)nc2n1	4	98.0	-6.1	99.0	95.0	102.0	100.0	105.0	.	-2.0	8.3
CCc1ccc(Sc2cc(C(=O)NCCN3CCOCC3)c3ccccc3n2)cc1	12	102.0	-6.7	101.0	100.0	100.0	102.0	105.0	-4.0	-6.0	-10.6
CCCn1nc(C(=O)OCn2nnc3ccccc3c2=O)c2ccccc2c1=O	11	98.0	-10.2	96.0	95.0	97.0	97.0	100.0	-30.3	-7.0	5.4
Cc1ccc(Cn2nnnc2CN2CCC(NC(=O)c3ccccc3F)CC2)cc1	13	101.0	5.7	101.0	103.0	100.0	103.0	104.0	-10.9	-5.0	7.4
CCN(CC)CCNc1nc2ccccc2n1C	9	103.0	-8.6	99.0	100.0	103.0	100.0	105.0	.	0.0	-4.3
Cc1ccc(N(C)S(=O)(=O)c2cccc(C(=O)Oc3ccc4c(C)cc(=O)oc4c3)c2)cc1	6	95.0	-16.2	96.0	93.0	99.0	96.0	101.0	.	0.0	-6.1
NC(N)=Nc1nc(CSCC/C(N)=N/S(N)(=O)=O)cs1	8	100.0	-3.0	100.0	98.0	102.0	101.0	101.0	.	7.0	16.3
Cc1ccccc1C(=O)OCn1nnc2ccccc2c1=O	10	95.0	-1.1	93.0	99.0	94.0	97.0	92.0	.	-1.0	-2.0
Cc1ccc(C(=O)NC(=S)Nc2ccc3[nH]c(=O)[nH]c3c2)cc1	11	103.0	46.8	98.0	99.0	104.0	103.0	105.0	2.8	-3.0	44.0
O=[N+]([O-])c1ccc(NCc2ccccc2)nc1	3	100.0	-7.6	100.0	100.0	98.0	99.0	103.0	5.4	1.0	25.8
Nn1cnc2sc3c(c2c1=O)CCC3	9	101.0	-30.8	99.0	101.0	101.0	101.0	104.0	-26.0	1.0	12.2
COc1ccc(/C=N/NC(=O)CN2CCS(=O)(=O)CC2)cc1	17	103.0	-2.4	100.0	98.0	103.0	102.0	102.0	4.8	0.0	-0.1
Cc1ccsc1/C=N/NC(=O)c1ccc2nc[nH]c2c1	17	103.0	-9.1	102.0	101.0	104.0	101.0	104.0	1.4	-1.0	1.8
N/C(=N\OC(=O)C1CCCCC1)c1ccccn1	6	101.0	-15.8	99.0	106.0	104.0	101.0	105.0	.	0.0	-4.6
CCn1c(C(=O)N2CCC(C(=O)NCc3ccc4c(c3)OCO4)CC2)cc2sccc21	8	101.0	-19.6	100.0	102.0	100.0	102.0	103.0	.	-1.0	16.2
CC(C)CN(CCNC(=O)CN1C(=O)CSc2ccc(S(=O)(=O)N3CCOCC3)cc21)CC(C)C	9	96.0	-4.5	96.0	97.0	103.0	99.0	104.0	.	1.0	4.5
COc1cc(/C=N/n2cnnc2)ccc1OS(=O)(=O)c1ccccc1[N+](=O)[O-]	2	95.0	-6.3	99.0	95.0	99.0	96.0	96.0	-6.7	1.0	22.6
O=C(Nc1cccc2ccccc12)c1ccc([N+](=O)[O-])s1	5	100.0	6.5	100.0	101.0	100.0	98.0	107.0	14.7	-6.0	-11.3
O=C(N/N=C/c1cnc2ccccc2n1)c1cccc(F)c1	8	93.0	-19.8	95.0	97.0	101.0	92.0	90.0	-22.7	-2.0	42.4
O=C(COc1ncnc2sccc12)N1CCN(S(=O)(=O)c2ccc(Cl)cc2)CC1	14	98.0	-4.8	91.0	94.0	98.0	95.0	96.0	-4.2	-2.0	-6.7
CC(=O)Nc1sc(C)c(C)c1C(=O)OC1CCOC1=O (configuration not stated)	9	98.0	-24.8	95.0	99.0	97.0	95.0	97.0	12.4	-2.0	-7.5
COCCN1C=C(C(=O)OC)C(c2ccc3c(c2)OCO3)C(C(=O)OC)=C1	6	105.0	-28.1	101.0	102.0	107.0	103.0	106.0	.	4.0	8.8
CS(=O)(=O)c1ccc(Sc2nc3ccccc3[nH]2)c([N+](=O)[O-])c1	8	100.0	-8.6	98.0	98.0	102.0	99.0	100.0	.	-1.0	16.6
COCC(=O)NC1CCN(CC(=O)Nc2ccccc2[N+](=O)[O-])CC1	3	97.0	-21.0	94.0	100.0	94.0	97.0	96.0	.	0.0	-16.2
Cc1nnsc1Sc1ccccc1C(=O)O	8	99.0	-5.3	98.0	109.0	97.0	100.0	103.0	6.0	0.0	6.4
COCCN(C(=O)Cc1cccs1)C(C(=O)NCc1ccc(OC)cc1)c1ccc(C)cc1 (configuration not stated)	14	95.0	11.8	96.0	95.0	97.0	97.0	99.0	.	-1.0	-13.6
O=C(C1=C(O)C(=O)N(CCN2CCOCC2)C1c1ccncc1)c1ccco1 (configuration not stated)	10	106.0	-28.0	103.0	104.0	104.0	106.0	108.0	-15.4	0.0	0.4
COC(=O)c1ccc(OC(=O)c2ccccn2)cc1	7	106.0	-61.8	101.0	108.0	108.0	104.0	109.0	.	-13.0	5.7
Cc1ccn2c(C(=O)N/N=C\c3ccc4c(c3)OCO4)c(C)nc2c1	16	100.0	-8.5	98.0	96.0	102.0	99.0	101.0	1.7	-6.0	10.4
COCc1ccc2oc(C(=O)O)cc2c1	11	99.0	6.0	104.0	100.0	102.0	101.0	105.0	-1.0	-9.0	10.5
Cc1cc(C)cc(NC(=O)CSCc2cnn(-c3ccccc3)c2-n2cccc2)c1	33	99.0	-12.7	98.0	93.0	99.0	97.0	102.0	5.9	-3.0	18.9
CC1=C(C(=O)NCc2ccccc2)C(c2cc(Br)cc(Br)c2OC(C)C)NC(=O)N1 (configuration not stated)	8	102.0	2.7	100.0	94.0	102.0	102.0	103.0	.	-4.0	7.6
CCOc1ncccc1C(=O)NCCN1C(=O)S/C(=C/c2cccs2)C1=O	5	105.0	-16.2	102.0	108.0	104.0	104.0	103.0	10.7	-2.0	13.6
O=C(Cc1cc(=O)[nH][nH]1)N/N=C/C(Cl)=C/c1ccccc1	10&22	102.0&98.0	-109.2&-99.2	95.0	95.0	98.0	97.0	97.0	.	-1.0&-1.0	-26.9&-20.7

Nothing new here: an excerpt of the list.
SMILES	Avidin fluor	HRas wt GTP bind	Mcl1-Bid inh	Rac1 act GTP bind	Rab7 wt GTP bind	Cdc42 wt GTP	Rab2 wt GTP	Rac1 wt GTP bind	Pf gamet viab	Bim-Mcl-1	Mcl1-Noxa inh
Cc1cc(C)cc(NC(=O)CSCc2cnn(-c3ccccc3)c2-n2cccc2)c1	33	99.0	-12.7	98.0	93.0	99.0	97.0	102.0	5.9	-3.0	18.9
CC1=C(C(=O)NCc2ccccc2)C(c2cc(Br)cc(Br)c2OC(C)C)NC(=O)N1 (configuration not stated)	8	102.0	2.7	100.0	94.0	102.0	102.0	103.0	.	-4.0	7.6
CCOc1ncccc1C(=O)NCCN1C(=O)S/C(=C/c2cccs2)C1=O	5	105.0	-16.2	102.0	108.0	104.0	104.0	103.0	10.7	-2.0	13.6
O=C(Cc1cc(=O)[nH][nH]1)N/N=C/C(Cl)=C/c1ccccc1	10&22	102.0&98.0	-109.2&-99.2	95.0	95.0	98.0	97.0	97.0	.	-1.0&-1.0	-26.9&-20.7

Complete entries, quoted from the list. Order of values: Avidin fluor, HRas wt GTP bind, Mcl1-Bid inh, Rac1 act GTP bind, Rab7 wt GTP bind, Cdc42 wt GTP, Rab2 wt GTP, Rac1 wt GTP bind, Pf gamet viab, Bim-Mcl-1, Mcl1-Noxa inh
Cc1ccc(SC/C(O)=C(\C#N)c2nc3ccccc3n2C)cc1 as listed: 17, 101.0, -12.3, 99.0, 99.0, 100.0, 99.0, 101.0, ., 0.0, -6.5
Cc1ccc(N(C)S(=O)(=O)c2cccc(C(=O)Oc3ccc4c(C)cc(=O)oc4c3)c2)cc1 as listed: 6, 95.0, -16.2, 96.0, 93.0, 99.0, 96.0, 101.0, ., 0.0, -6.1
CS(=O)(=O)c1ccc(Sc2nc3ccccc3[nH]2)c([N+](=O)[O-])c1 as listed: 8, 100.0, -8.6, 98.0, 98.0, 102.0, 99.0, 100.0, ., -1.0, 16.6
Cc1ccsc1/C=N/NC(=O)c1ccc2nc[nH]c2c1 as listed: 17, 103.0, -9.1, 102.0, 101.0, 104.0, 101.0, 104.0, 1.4, -1.0, 1.8

Carrying on.
SMILES	Avidin fluor	HRas wt GTP bind	Mcl1-Bid inh	Rac1 act GTP bind	Rab7 wt GTP bind	Cdc42 wt GTP	Rab2 wt GTP	Rac1 wt GTP bind	Pf gamet viab	Bim-Mcl-1	Mcl1-Noxa inh
O=C(Cc1ccccc1)N/N=C/c1ccc([N+](=O)[O-])s1	8	97.0	-65.7	96.0	98.0	99.0	100.0	97.0	.	-2.0	-118.9
C/C(=N\NC(=O)COc1ccccc1-c1ccccc1)c1cccnc1	13	97.0	-2.0	96.0	94.0	98.0	95.0	99.0	-13.7	-1.0	-5.1
O=[N+]([O-])c1ccc(-c2csc(N3CCc4ccccc4C3)n2)cc1	3	95.0	-12.8	91.0	93.0	90.0	90.0	91.0	0.5	-4.0	21.9
O=c1c2ccccc2nnn1CSc1nnc(-c2ccco2)o1	39	100.0	-8.4	99.0	102.0	102.0	100.0	103.0	.	0.0	6.8
